PLK1 PBD block: blocks phosphopeptide binding to human PLK1 polo-box domain | P53350 | Plk1 PBD binding of FITC phosphopeptide, fluorescence polarization | Potency, µM, without a hit: max response, negative = inhibition, actives largely listed as inhibitors | 360,000 tested, 2.8% active | AID 720504; also: potency is read from the fitted curve at half-maximal effect; series mostly up to about 57 µM; % is scaled to controls: 0 for no effect and ±100 for the full control effect; nearly all actives have a fitted effect of over 65% in size
EPAC1 antagonist: EPAC1 (human) antagonism. Potency, µM (series often up to 115 µM), without a hit: top-dose activity change, negative = inhibition, most hits filed as inhibitors. 360,000 tested, 0.14% active. EPAC1 GEF assay, Rap1b-BODIPY-GDP exchange fluorescence. O95398;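 also: potency is read from the fitted curve at half-maximal effect; plate controls were vehicle for no effect and positive control for full effect; nearly all actives have a fitted effect of over 50% in size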
FUS yeast rescue: FUS proteinopathy suppression in yeast. Potency, µM (doses to about 76.6 µM), for inactives: at the highest dose growth rescue (activation), most hits filed as activators. S. cerevisiae FUS-expressing, growth rescue, OD600, 24 h. 390,000 tested, 0.24% active;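 also: potency is read from the fitted curve at half-maximal effect; plate controls were DMSO vehicle for no effect and reference control for full effect; nearly all actives have a fitted effect of over 55% in size; some results filed as inactive show a strong effect at the top dose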
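Compound concentration series was pinned onto galactose-induced FUS-expressing yeast seeded at OD 0.005. Plates sat 24hr at 30C; absorbance at 600 nm gave growth. DMSO served as background control.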
WRN inhibitor: WRN helicase (human) inhibition; WRN helicase unwinding, fluorescent forked duplex, kinetic; Potency, µM (highest dose often 114 µM), inactives show at the top dose activity change, negative = inhibition, actives largely listed as inhibitors; 360,000 tested, 0.46% active; AID 651768; also: potency is read from the fitted curve at half-maximal effect; % is scaled to controls: 0 for no effect and ±100 for the full control effect; nearly all actives have a fitted effect of over 55% in size
Target sequence (Q14191 whole entry, looked up): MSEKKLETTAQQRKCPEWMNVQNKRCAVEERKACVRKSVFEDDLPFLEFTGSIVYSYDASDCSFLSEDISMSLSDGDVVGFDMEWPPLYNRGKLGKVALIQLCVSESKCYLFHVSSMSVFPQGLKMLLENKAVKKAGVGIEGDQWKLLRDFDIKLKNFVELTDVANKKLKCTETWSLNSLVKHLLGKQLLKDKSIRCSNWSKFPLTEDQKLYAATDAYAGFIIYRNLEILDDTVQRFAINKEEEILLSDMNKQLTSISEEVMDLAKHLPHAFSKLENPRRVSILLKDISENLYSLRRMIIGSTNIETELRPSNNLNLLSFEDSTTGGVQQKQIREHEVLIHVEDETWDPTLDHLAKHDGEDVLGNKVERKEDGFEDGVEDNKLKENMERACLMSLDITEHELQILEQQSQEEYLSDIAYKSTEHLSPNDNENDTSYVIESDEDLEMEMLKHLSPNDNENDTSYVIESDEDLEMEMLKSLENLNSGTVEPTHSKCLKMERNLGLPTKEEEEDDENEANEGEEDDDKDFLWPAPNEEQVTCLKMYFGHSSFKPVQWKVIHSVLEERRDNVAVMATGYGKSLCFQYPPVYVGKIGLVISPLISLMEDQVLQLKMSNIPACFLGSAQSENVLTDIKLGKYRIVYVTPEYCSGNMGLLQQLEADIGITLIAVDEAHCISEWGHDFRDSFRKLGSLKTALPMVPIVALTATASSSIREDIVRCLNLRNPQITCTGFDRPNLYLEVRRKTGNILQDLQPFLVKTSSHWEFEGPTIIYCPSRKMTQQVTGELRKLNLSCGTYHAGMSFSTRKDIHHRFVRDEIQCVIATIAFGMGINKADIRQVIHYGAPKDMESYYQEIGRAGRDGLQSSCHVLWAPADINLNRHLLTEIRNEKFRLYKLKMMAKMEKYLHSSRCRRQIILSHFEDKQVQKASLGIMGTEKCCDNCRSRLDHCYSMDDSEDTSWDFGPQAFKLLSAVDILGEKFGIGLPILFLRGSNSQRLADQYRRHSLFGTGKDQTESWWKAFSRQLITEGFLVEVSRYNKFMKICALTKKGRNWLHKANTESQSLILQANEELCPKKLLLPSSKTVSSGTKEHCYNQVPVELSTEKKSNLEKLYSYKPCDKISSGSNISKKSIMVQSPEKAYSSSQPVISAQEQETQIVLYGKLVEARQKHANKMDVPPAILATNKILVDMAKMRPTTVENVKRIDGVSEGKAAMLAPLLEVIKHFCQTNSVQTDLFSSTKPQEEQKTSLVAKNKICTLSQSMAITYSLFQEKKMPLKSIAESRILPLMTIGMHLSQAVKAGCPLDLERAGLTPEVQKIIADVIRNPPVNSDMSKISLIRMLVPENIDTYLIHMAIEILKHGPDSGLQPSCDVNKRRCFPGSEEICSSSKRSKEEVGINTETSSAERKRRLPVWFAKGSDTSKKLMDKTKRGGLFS
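Screening of the MLSMR collection measured strand separation of a quenched forked DNA duplex (100 nM) by 20 nM WRN with 2 mM ATP, all final. Compounds were preincubated with enzyme 15 min at room temperature.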
EPAC1 agonist: activates human EPAC1 exchange factor; O95398; EPAC1 agonist qHTS, biochemical assay; response scale: 100% = response to 6.5 mM cAMP; Potency, µM (highest dose often 154 µM), without a hit: at the top dose activation, usual class: activators; 360,000 tested, 0.073% active; also: potency is read from the fitted curve at half-maximal effect; nearly all actives have a fitted effect of over 60% in size
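Normalized to 6.5 mM cAMP, activity reflects EPAC1-catalysed release of BODIPY-GDP from Rap1B, followed kinetically over 30 min at 480 nm excitation, 540 nm emission. Reaction contained 100 nM EPAC1, 250 nM Rap1B-BODIPY-GDP, 50 uM GDP.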
IL2 activator: IL-2 activation; IL-2 activation reporter assay, cell-based qHTS; stimulated with anti-CD3/CD4/CD28 beads; in transgenic mouse T cells; activation, % (series mostly up to about 46 µM); 360,000 tested, 0.065% active; AID 652025; in the data active = activation above about 50%; inconclusive = mostly about 30% to 49%; also: 0% is about no effect
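Unstimulated transgenic mouse T cells, 750 per well, received compound and, after 60 minutes, anti-CD3/anti-CD4 bead plus anti-CD28 stimulation. EGFP and DsRed were quantified after 18 hours.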
Abeta rescue: compounds reversing amyloid beta toxicity in yeast | yeast expressing A-beta42, growth rescue, OD600, 48 h; response scale: 0% DMSO, 100% iron-clioquinol control | Potency, µM (highest dose often 46.1 µM), for the others: at the highest dose growth rescue, most hits filed as activators | 410,000 tested, 0.063% active; also: potency is read from the fitted curve at half-maximal effect; nearly all actives have a fitted effect of over 55% in size
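Yeast A-beta toxicity model in growth medium with pinned compounds, 48 h at 30 C; growth read as absorbance at 600 nm. Normalized to FeCl3/clioquinol equimolar mix (positive) and DMSO (negative).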
PI5P4Ka inh: PI5P4K alpha (human) kinase inhibition; PI5P4Kalpha enzyme, ADP-Glo luminescence, 60 min; active compounds read low; AID 652105; 330,000 tested, 1.2% active; P48426; max response, %; active = max response of -50% or lower; inconclusive = between -30% and -50%; inactive = -30% or higher; also: value at the top dose of about 77 µM; % is scaled to controls: 0 for no effect and ±100 for the full control effect
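Enzyme plus substrate dispensed, test compounds pinned in, then ATP (5 microM final) added. After 60 min at RT, ADP-Glo reagent 1 for 45 min and reagent 2 for 30 min preceded luminescence imaging.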
* hit, by the source's call; ? = inconclusive; . = not tested or not shown; & = joins results of further samples; [ ] = remark or other dose. Unless noted, calls follow the shape of the dose curve; as a rule, active = well fitted curve in the direction sought with a large enough effect; inconclusive = small, poorly fitted or top-dose-only effect, or another doubt; inactive = no such curve, though single readings can be large; an effect the other way counts as inactive or inconclusive. Compounds as they come; 4.1% or so of the library scored in one or more.

SMILES	PLK1 PBD block	EPAC1 antagonist	FUS yeast rescue	WRN inhibitor	EPAC1 agonist	IL2 activator	Abeta rescue	PI5P4Ka inh
Cc1ccc(SCCC(=O)NC(C(C)C)C(C)C)cc1	-4%	-5%	4%	1%	-5%	0.1	3%	1
Cc1ccc(S(=O)(=O)N2[C@@H](c3ccccc3)C(C(=O)O)=CC[C@H]2c2ccc(Cl)cc2)cc1	24µM*	?	-5%	-5%	-3%	0.3	-12%	0
Cc1ccc(NC(=O)CN2C(=O)C3CC=C(Cl)CC3C2=O)cc1 (centres undefined)	-6%	21%	28%	-4%	9%	-0.1	-3%	2
Cc1ccc(C(C)C)c(OCC(=O)NN=C2CCCC(=O)C2)c1	-10%	6%	36%	-11%	6%	-1.0	5%	10
Cc1ccc(OC(=O)c2ccncc2)c(C)c1	2%	-2%	-16%	2%	12%	-0.5	10%	3
Cc1ccccc1NS(=O)(=O)c1ccc2[nH]cc(C(=O)N(C)Cc3ccco3)c(=O)c2c1	-10%	-11%	24%	-24%	-8%	-0.4	3%	-14
Cc1ccc(-n2c(SCC(=O)NC3CCS(=O)(=O)C3)nc3ccccc3c2=O)cc1C (centres undefined)	-7%	-15%	0%	-6%	4%	-2.4	3%	13
CCn1nc(C)c(/C=N/NC(=O)CSc2ccccn2)c1C	2%	-1%	11%	-8%	-2%	-1.9	-4%	-1
Cc1ccc(S(=O)(=O)CCC(=O)Nc2sccc2C(N)=O)cc1	-19%	-2%	31%	-16%	-6%	-0.4	1%	?
CCCC(CCC)=NNC(=O)CN(Cc1ccccc1)S(=O)(=O)c1ccccc1	-7%	-4%	.	-2%	-1%	-0.9	-11%	3
Cc1ccc(CNCC(O)(c2ccccc2)c2ccc(F)cc2)cc1 (centres undefined)	5%	-6%	.	-7%	0%	-0.1	-19%	13
COCCOc1nc2c(c(=O)n(C)c(=O)n2C)n1CCc1ccccc1	-7%	4%	18%	0%[57.1 µM]	-6%	-2.3	-6%	-3
CCC(C(=O)NC(C)(C)C)N(C(=O)Cn1nnc(-c2cccs2)n1)c1cnc2ccccc2c1 (centres undefined)	-4%	-10%	26%	3%	6%	-1.6	-6%	1
CCCCNC(=S)NNC(=O)C1=NN(c2cc(C)ccc2C)C(=O)CC1	-22%	12%	?	-4%	-5%	-0.2	26%	4
CCCCN(C=O)c1c(CC)nc2c(OCC3CCCCC3)cccn12	-5%	0%	-1%	-14%	-5%	-0.5	-5%	-11
CCC(=O)Oc1oc(-c2ccccc2)nc1C=Nc1ccccc1OC	-23%	-2%	15%	-15%	4%	-3.0	-67%[inhibitor]	.
Cc1cc(NC(=O)CCC(=O)N(CC(=O)NC2CCCC2)c2ccc(Cl)c(Cl)c2)no1	-5%	-1%	-23%	-5%	-3%	0.0	-1%	16
O=C(NC(=S)N1CCc2ccccc21)c1ccco1	-18%	5%	-6%	-3%	7%	-0.4	?	-2
C/C(=C\C(=S)Nc1ccccc1)Nc1ccccc1	-6%	-11%	-7%	-25%	5%	0.7	4%	9
Cc1ccc(-c2nc(S(=O)(=O)c3ccc(F)cc3)c(SCC(=O)NCC3CCCO3)o2)cc1 (centres undefined)	19µM*	-9%	-30%	5%	-4%	-0.1	-11%	4
COc1ccc(CCNC(=O)c2cc(CC(C)C)on2)cc1OC	-4%	12%	9%	2%	-13%	-4.0	-11%	0
CN(CCc1ccccc1)c1ccc([N+](=O)[O-])cn1	-3%	0%	-7%	2%	10%	0.0	-4%	8
Cc1cc(F)c(F)c(C(=O)NC2CC2)c1Cl	-2%	3%	-13%	-2%[57.1 µM]	5%	-0.6	-8%	.
COc1ccc(Cl)cc1C(=O)N/N=C/c1ccc(N2CCOCC2)cc1	1%	3%	-21%	3%	0%	3.2	-14%	0
N#Cc1ccc(Oc2ccc(NC(=O)C3CC=CCC3C(=O)O)cc2)cc1 (centres undefined)	2%	-13%	-29%	8%	-7%	-3.0	-6%	0

Among those listed so far, five contain four or more nitrogen atoms.
SMILES	PLK1 PBD block	EPAC1 antagonist	FUS yeast rescue	WRN inhibitor	EPAC1 agonist	IL2 activator	Abeta rescue	PI5P4Ka inh
CCn1nc(C)c(/C=N/NC(=O)CSc2ccccn2)c1C	2%	-1%	11%	-8%	-2%	-1.9	-4%	-1
COCCOc1nc2c(c(=O)n(C)c(=O)n2C)n1CCc1ccccc1	-7%	4%	18%	0%[57.1 µM]	-6%	-2.3	-6%	-3
CCC(C(=O)NC(C)(C)C)N(C(=O)Cn1nnc(-c2cccs2)n1)c1cnc2ccccc2c1 (centres undefined)	-4%	-10%	26%	3%	6%	-1.6	-6%	1
CCCCNC(=S)NNC(=O)C1=NN(c2cc(C)ccc2C)C(=O)CC1	-22%	12%	?	-4%	-5%	-0.2	26%	4
Cc1cc(NC(=O)CCC(=O)N(CC(=O)NC2CCCC2)c2ccc(Cl)c(Cl)c2)no1	-5%	-1%	-23%	-5%	-3%	0.0	-1%	16

The results go on:
SMILES	PLK1 PBD block	EPAC1 antagonist	FUS yeast rescue	WRN inhibitor	EPAC1 agonist	IL2 activator	Abeta rescue	PI5P4Ka inh
COC(=O)c1cc(CC(=O)c2ccc(O)cc2O)c(C)o1	-1%	-5%	8%	-10%	6%	-1.1	12%	.
CCC(=O)N1CC2(CC(c3cccc(NC(=O)CC(c4ccccc4)c4ccccc4)c3)=NO2)C[C@H]1C(N)=O (some centres undefined)	5%	-7%	?	1%	6%	0.6	-3%	-1
Cc1ccc(CN2CCC(c3cc(-c4ccc(Cl)cc4)n[nH]3)CC2)cc1	-13%	1%	9%	4%	12%	1.4	-8%	9
CCOc1ccc(CCNC(=O)CSc2cc(=O)n(C)c3ccc(Cl)cc23)cc1OCC	3%	-13%	12%	-11%	0%	0.2	-8%&7%	2
Cc1ccc(S(=O)(=O)NCc2nc3ccccc3c(=O)n2N)cc1	-2%	9%	-4%	0%	3%	-0.2	8%	.
CCc1ccc(S(=O)(=O)NCc2csc(C)n2)s1	0%	4%	-18%	1%	-3%	0.5	17%	.
C=CC[C@H](CC(=O)N(CCO)Cc1ccccc1)C(=O)N[C@H](COC(=O)[C@@H](CC=C)Cc1ccc(F)cc1)C(C)(C)C	-2%	-21%	?	-6%	-13%	0.0	6%	-10
O=C(N/C(=C\c1ccc2c(c1)OCO2)C(=O)N1CCOCC1)c1ccccc1Br	-7%	14%	10%	0%	-5%	-0.9	0%	-8
COc1ccc2nc(-c3ccccc3)nc(SC)c2c1	-16%	0%	-16%	1%	-10%	-0.6	-6%	28
COC(=O)/C(C#N)=C(/Nc1ccc(F)c(Cl)c1)C(F)(F)F	-5%	4%	-16%	-14%	0%	5.0	-2%	-5
COc1cc(CO)cc(Br)c1OCC(=O)O	?	3%	-13%	-4%	-16%	5.3	-21%	7
CCOC(=O)c1c(C)[nH]c(C)c1C(=O)CSc1nc2ccccc2c(=O)n1-c1ccccc1C	-15%	?	34%	-14%	2%	-2.6	1%	11
COc1cccc(NC(=O)CN(C)C(=O)/C=C/c2cn(Cc3ccccc3)nc2-c2cccnc2)c1	5%	9%	?	-3%	1%	-2.4	-1%	0
Cn1cncc1C#Cc1c(C=O)[nH]c2ccccc12	0%	-7%	-13%	-7%	-3%	-3.1	-1%	-1
CCOC(=O)CSc1nnc(Cn2c(=O)sc3ccccc32)n1C	5%	-6%	-13%	-6%	-11%	-3.9	2%	-1
CCc1n[nH]c(=S)n1/N=C/c1cc(OC)cc([N+](=O)[O-])c1O	?	-22%	-6%	?	6%	-0.8	-38%[inhibitor]	-57*
Cc1nn(-c2ccccc2)c(C)c1/C=N/NC(=O)c1cc(-c2cccc3ccccc23)n[nH]1	-5%	-16%	?	-7%	-16%	-2.2	14%	0
CNC(=O)COc1coc(CN2CCN(c3ccccc3OC)CC2)cc1=O	-13%	-5%	6%	7%	3%	-3.2	-7%	0
Cc1ccc(N2CC(C(=O)Nc3ccc4c(c3)OCO4)CC2=O)cc1 (centres undefined)	-1%	6%	14%	-14%	3%	0.0	1%	0
O=[N+]([O-])c1cccc(-c2ccn[nH]2)c1	-9%	7%	-5%	4%	4%	0.9	5%	4
CCCCCc1nnc(NC(=O)CN2C(=O)C3CCCCC3C2=O)s1 (centres undefined)	-16%	11%	37%	8%	1%	-5.5	3%	1
Cc1occc1C(=O)NNC(=S)NCc1ccccc1	-6%	-21%	.	-1%	3%	-0.2	10%	5
CCOC(=O)[C@]12CCCC=C1N(Cc1ccco1)C(=O)[C@H](CC(=O)NCCC(C)C)C2	-6%	-9%	20%	0%	-7%	-0.1	5%	7
Cn1sc(NC(=O)c2ccc(Cl)cc2)nc1=O	-8%	8%	2%	-3%	1%	-0.9	-9%	.
CCn1ccnc1CN1CCCC(C(=O)c2ccc3c4c(cccc24)CC3)C1 (centres undefined)	-4%	12%	-21%	3%	0%	-4.9	-13%	3
Additional entries
SMILES	PLK1 PBD block	EPAC1 antagonist	FUS yeast rescue	WRN inhibitor	EPAC1 agonist	IL2 activator	Abeta rescue	PI5P4Ka inh
COc1cc(C(=O)N/N=C/c2sc(N3CCOCC3)nc2-c2ccccc2)cc(OC)c1OC	3%	5%	28%	-14%	1%	-0.1	-5%	0
COc1ccc(/C=C2\SC(=S)N(CCC(=O)NC3C=CS(=O)(=O)C3)C2=O)cc1 (centres undefined)	-17%	-17%	-7%	1%	11%	-2.2	8%	-2
Cc1cc(C)n(-c2nc(NCC(C)O)c3c4c(sc3n2)COC(C)(C)C4)n1 (centres undefined)	-10%	-20%	21%	4%	14%	-1.3	1%	.
CC(C(=O)Nc1ccccc1Br)N1c2cccc3cccc(c23)S1(=O)=O (centres undefined)	-6%	-8%	-3%	-5%	20%	-5.4	7%	2
COc1ccc(NS(=O)(=O)c2ccc(O)c(NC(=O)c3ccc(S(=O)(=O)N4CCCCCC4)cc3)c2)cc1	-15%	6%	28%	-10%[11.6 µM]	-2%	-0.6	4%	-23
NS(=O)(=O)c1cccc(NC(=O)CSc2nc3ccccc3c(=O)n2Cc2ccco2)c1	-16%	-10%	-5%	-4%	8%	-0.5	-2%	-8
COc1ccc(OC)c(C(C)NS(=O)(=O)c2cccs2)c1 (centres undefined)	6%	6%	0%	2%	0%	0.4	-10%	0
C=CCN(C(=O)CCC(=O)Nc1cc(C)on1)C(C(=O)NC(C)(C)C)c1ccc(OC)cc1 (centres undefined)	?	-9%	6%	4%	0%	-1.9	-11%	4
COc1cc(-c2cn[nH]c2N)cc(OC)c1OC	-1%	-2%	44%	3%	4%	2.9	-2%	.
CCOC(=O)c1ccc2c(c1)C1C=CCC1C(C(=O)OCC)N2 (centres undefined)	-17%	?	?	-11%[57.1 µM]	-13%	-0.9	23%	?
